Compound activity: PubChem BioAssay, National Center for Advancing Translational Sciences (NCATS)
Tb PGK inh: inhibitors of T. brucei phosphoglycerate kinase | P07378 | PGK/GAPDH coupled, Kinase-Glo luminescence, 60 min | Potency, µM (doses to about 57.5 µM), for inactives: top-dose activity change, negative = inhibition, usual class: inhibitors | 380,000 compounds, 0.043% hits; note: % is set by controls: 0 for no effect and ±100 for the full control effect; nearly all actives have a fitted effect of over 60% in size
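Recombinant glycosomal PGK reaction used 1,3-bisphosphoglycerate generated in-well by GAPDH (100nM final) in 100mM TEA pH 7.6, 5mM MgCl2, 0.01% Tween-20. After 60 minutes at room temperature, ATP was read by Kinase-Glo Plus luminescence end-point.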
JMJD2A Tudor: blocks the human JMJD2A Tudor domain; O75164; AlphaScreen JMJD2A-Tudor / H3K4me3 peptide binding; Potency, µM (doses to about 114 µM), without a hit: top-dose activity change, negative = inhibition, actives largely listed as inhibitors; 390,000 compounds, 4.4% hits; note: % is set by controls: 0 for no effect and ±100 for the full control effect; nearly all actives have a fitted effect of over 50% in size
GLS inh: blocks human kidney-isoform glutaminase activity. 410,000 compounds, 0.21% hits. Potency, µM (titrated, usually from 45.5 µM), for inactives: top-dose activity change, negative = inhibition, hits mostly inhibitors. GLS enzymatic activity, qHTS titration. AID 624170; note: % is set by controls: 0 for no effect and ±100 for the full control effect
Target sequence (O94925 whole entry, looked up, canonical isoform): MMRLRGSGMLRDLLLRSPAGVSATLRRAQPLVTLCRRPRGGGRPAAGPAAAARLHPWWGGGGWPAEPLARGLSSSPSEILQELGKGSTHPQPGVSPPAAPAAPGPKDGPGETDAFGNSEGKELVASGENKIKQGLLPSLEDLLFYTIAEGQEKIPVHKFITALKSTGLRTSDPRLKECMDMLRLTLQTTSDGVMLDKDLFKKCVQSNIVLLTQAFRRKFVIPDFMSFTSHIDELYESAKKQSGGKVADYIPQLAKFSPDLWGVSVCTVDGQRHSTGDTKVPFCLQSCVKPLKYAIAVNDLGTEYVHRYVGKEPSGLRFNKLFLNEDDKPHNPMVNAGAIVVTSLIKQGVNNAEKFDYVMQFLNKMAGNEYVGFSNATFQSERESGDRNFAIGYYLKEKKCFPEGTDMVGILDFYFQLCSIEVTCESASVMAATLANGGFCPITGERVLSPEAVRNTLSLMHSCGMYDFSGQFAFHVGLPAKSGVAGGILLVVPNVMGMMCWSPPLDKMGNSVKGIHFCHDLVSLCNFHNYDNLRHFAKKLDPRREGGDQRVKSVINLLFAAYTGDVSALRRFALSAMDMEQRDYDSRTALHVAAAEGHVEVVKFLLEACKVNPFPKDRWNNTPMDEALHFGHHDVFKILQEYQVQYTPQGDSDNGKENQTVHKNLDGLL
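Enzyme dispensed in phosphate buffer (45 mM, pH 8.2, 0.02% Tween-20), compounds pinned in, then 1 mM L-glutamine solution and the glutamate oxidase–HRP–Amplex Red mix added; fluorescence read immediately and again after 30 min at room temperature.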
HP1b binding inh: HP1-beta chromodomain-methylated histone interaction inhibition; P83916; AlphaScreen HP1-beta / biotin-H3K9me3 peptide binding; Potency, µM (top dose mostly 114 µM), inactives show at the highest dose activity change, negative = inhibition, actives largely listed as inhibitors; 390,000 compounds, 0.56% hits; note: nearly all actives have a fitted effect of over 70% in size; inactives centre near 23
Target sequence (P83916 whole entry, looked up): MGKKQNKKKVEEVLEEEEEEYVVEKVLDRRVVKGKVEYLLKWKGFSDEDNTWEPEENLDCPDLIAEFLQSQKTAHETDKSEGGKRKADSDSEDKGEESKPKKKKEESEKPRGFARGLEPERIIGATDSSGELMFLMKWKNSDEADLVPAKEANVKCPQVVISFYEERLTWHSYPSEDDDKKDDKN
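HP1-beta protein (50 nM final) preincubated 30 min at room temperature with biotinylated H3(1-18)K9me3 peptide (50 nM) in PBS pH 7.4, 0.01% Tween-20, then compound added for 30 min. AlphaScreen streptavidin donor/nickel chelate acceptor beads (10 ug/mL final), 30 min dark, luminescence read.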
BLM helicase inh: inhibitors of human Bloom syndrome helicase BLM. P54132. recombinant BLM DNA unwinding, fluorescence dequenching. Potency, µM (series often up to 56.1 µM), for the others: at the highest dose activity change, negative = inhibition, actives largely listed as inhibitors. 350,000 compounds, 0.2% hits;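 note: plate controls were vehicle for no effect and no enzyme for full effect; nearly all actives have a fitted effect of over 35% in size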
POLI inh: blocks human DNA polymerase iota activity; Potency, µM (top dose mostly 115 µM), for the others: at the highest dose activity, negative = inhibition, hits mostly inhibitors; 390,000 compounds, 1% hits; Pol iota fluorescent replication assay, 10 min
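Pol iota at 10 nM preincubated 15 min with compounds at room temperature; reaction started with fluorescent substrate, 50 nM final. Fluorescence read kinetically at 0 and 10 min; buffer-only wells as negative control.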
Pin1 inhibitor: inhibitors of human Pin1 | Q13526 | Pin1 FP peptide displacement, HiFluor488, 10 min | Potency, µM (top dose mostly 115 µM), for inactives: at the highest dose activity, negative = inhibition, actives largely listed as inhibitors | 390,000 compounds, 0.009% hits | AID 504891; active = well fitted inhibition curve with a large enough effect in the polarisation, with a control signal flat, not every such curve was filed as active; inconclusive = small, poorly fitted or top-dose-only effect, or effect the other way, or a change in a side signal; inactive = no such curve, though single readings can be large or run the other way; the % refers to the polarisation; note: % is set by controls: 0 for no effect and ±100 for the full control effect
Target sequence (Q13526 whole entry, looked up): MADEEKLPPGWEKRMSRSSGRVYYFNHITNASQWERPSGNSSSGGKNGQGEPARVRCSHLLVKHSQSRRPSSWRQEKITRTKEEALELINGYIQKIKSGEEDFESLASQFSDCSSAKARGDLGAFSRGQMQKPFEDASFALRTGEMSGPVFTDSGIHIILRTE
G9a inh: G9a (human) methyltransferase inhibition; Potency, µM (doses to about 102 µM), inactives show top-dose activity, negative = inhibition, usual class: inhibitors; Q96KQ7; 350,000 compounds, 8.8% hits; AID 504332; G9a H3K9 monomethylation, AlphaScreen, 2 h; note: % is set by controls: 0 for no effect and ±100 for the full control effect; nearly all actives have a fitted effect of over 75% in size
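Chemiluminescent proximity detection of H3K9 monomethylation, read after 10 min bead incubation in the dark. Reaction: 20 nM G9a, 500 nM biotin-H3K9 peptide, 20 uM SAM cofactor, 2 h, room temperature, following 15 min enzyme-compound preincubation.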
BAZ2B block: blocks human BAZ2B | AlphaScreen BAZ2B-H3K14Ac peptide displacement | 360,000 compounds, 4.4% hits | Q9UIF8 | Potency, µM (doses to about 114 µM), without a hit: at the highest dose activity change, negative = inhibition, hits mostly inhibitors | AID 504333; note: % is set by controls: 0 for no effect and ±100 for the full control effect; nearly all actives have a fitted effect of over 60% in size
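BAZ2B (50 nM) with biotin-H3(5-23)K14Ac peptide (50 nM) in PBS pH 7.4, 0.01% Tween-20, preformed 30 min, then compound 30 min at room temperature; top concentration 110uM. AlphaScreen streptavidin donor/nickel chelate acceptor beads (10 ug/mL final), 20 min dark, signal read.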
* = called active by the depositor; i = inactive; ? = inconclusive; . = no result given; & = joins results of further samples; [ ] = remark or other dose. Unless noted, calls come from the whole dose curve; as a rule, active = well fitted curve in the direction sought with a large enough effect; inconclusive = small, poorly fitted or top-dose-only effect, or another doubt; inactive = no such curve, though single readings can be large; an effect the other way counts as inactive or inconclusive. Potency is the fitted concentration of half-maximal effect. The list is partial (hit frequency here may not be typical).

smiles	Tb PGK inh	JMJD2A Tudor	GLS inh	HP1b binding inh	BLM helicase inh	POLI inh	Pin1 inhibitor	G9a inh	BAZ2B block
CSCCC(NS(=O)(=O)c1ccc(Cl)cc1)C(=O)OCC(=O)NC1CC1 (stereo unspecified)	-1%	-17%	1%	21%	-3%	60%[activator]	0%	2%[0.501 µM]	5%
COc1ccc(N(CC2CO2)S(=O)(=O)c2ccc(C)cc2)cc1 (stereo unspecified)	i	7%	0%	23%	3%	3%	-3%	17%	16%
O=C(NCc1ccccc1)c1cc2sccc2n1Cc1ccc(Cl)cc1	-5%	-7%	-1%	46%[activator]	-7%	21%	-6%	-24%[59 µM]	-1%
Cc1ccc2c(c1)N(C(=O)CCC(=O)N1CCN(c3ccccc3)CC1)CCO2	13%	-21%	14%	38%	0%	15%	6%	4%	-8%
CCOc1ccc(C2CC(c3cccc(Cl)c3)n3nc(N)nc3N2)cc1 (stereo unspecified)	-6%	-15%	5%	32%	-2%	18%	-18%	16%	7%
CCOC(=O)c1cc2sccc2n1CC(=O)N1CCCc2ccccc21	-4%	-22%	15%	11%	-10%	15%	8%	-5%[12.7 µM]	-3%
O=C1N/C(=N\N=C\c2cccs2)SC1Cc1ccc(Cl)cc1Cl (stereo unspecified)	5%	-16%	?	3%	1%	3%	-6%	53%[activator][59 µM]	-5%
O=C(CCCCCCCCC(=O)N1CCCCC1)N1CCCCC1	-5%	-12%	-1%	31%	.	15%	-5%	.	.
O=C(O)Cc1ccc(-c2ccccc2-c2ccccc2)cc1	3%	-11%	-9%	19%	2%	-1%	-2%	13%[59 µM]	-1%
CCc1nnc(NC(=O)C(C)N2C(=O)C3C4C=CC(C4)C3C2=O)s1 (stereo unspecified)	-1%	-21%	11%	13%	-4%	6%	-5%	12%[59 µM]	-2%
O=C1CN(C(=O)COc2c(F)c(F)cc(F)c2F)c2ccccc2N1	-3%	13%	-1%	29%	-4%	5%	1%	-14%	-14%
O=C1CCc2cc(S(=O)(=O)N3CCCC3C(=O)N3CCN(c4ccccc4F)CC3)ccc2N1 (stereo unspecified)	7%	-3%	9%	55%[activator]	1%	-13%	-2%	12%	8%
CCc1nnc(NC(=O)CCN2C(=O)/C(=C/c3cc(OC)c(OC)c(OC)c3)SC2=S)s1	-9%	0%	8%	17%	-5%	-7%	31%[activator]	12%	-11%
CCOC(=O)N1CCN(Cc2c(O)ccc3ccccc23)CC1	i	?	-1%	?	-3%	-9%	1%	?	0%
COc1cccc(CNC(=O)C2CCCN(S(=O)(=O)c3cn(C)cn3)C2)c1 (stereo unspecified)	-1%	7%	-5%	25%	0%	22%	-5%	1%[12.7 µM]	-2%
CC(C)(C)c1ccc(-c2csc(NNC3=NCCCCC3)n2)cc1	2%	?	14%	?	-7%	-14%	?	13µM*	?
Cc1ccc(Cn2c3ccccc3c3cnn(CC(=O)N4CCCCCC4)c(=O)c32)cc1	.	-16%	6%	24%	-7%	4%	2%	-10%[59 µM]	-18%
O=C(Nc1nnc(C2CC2)s1)c1ccccn1	-23%	?	-3%	35%	-3%	22%	0%	?	5.6µM*
COP1(=O)CC(O)C(O)C(COCc2ccccc2)O1 (stereo unspecified)	.	-9%	.	35%	4%	-21%	-2%	.	.
CCCSc1nc2sc3c(c2c(=O)[nH]1)CC(C)(CC)OC3 (stereo unspecified)	-8%	-2%	9%	80%[activator]	-3%	27%	1%	-22%[2.33 µM]	-3%
Cc1noc(C)c1CSc1nc2ccccc2[nH]1	1%	-5%	3%	23%	-2%	1%	1%	3%[12.7 µM]	-1%
CCN(CC)C(=O)c1cccc(NC(=O)CCc2nc3sc4c(c3c(=O)[nH]2)CCCC4)c1	-8%	-24%	2%	27%	.	?	0%	-47%	2%
CN(CC(=O)NCc1ccccc1Cl)CC(=O)Nc1ccccc1Br	2%	-9%	9%	19%	.	-26%	7%	18%[2.33 µM]	-5%
CC(C)Cc1nc2oc3c(=O)[nH]cnc3c2c2c1CCCC2	1%	-16%	7%	18%	-16%	23%	-6%	17%	2%
O=C(N1CCN(CCO)CC1)N1c2ccccc2C=Cc2ccccc21	2%	-27%[11.4 µM]	1%	50%[activator]	0%	11%	-6%	-11%[12.7 µM]	3%
CC(=O)c1ccc(N2CCN(c3ncnc4onc(C)c34)CC2)cc1	-2%	-13%	-7%	28%	4%	-8%	-4%	-16%[59 µM]	10%[57.1 µM]
COC(=O)c1cccc(NC(=O)Nc2ccc(Cl)cc2)c1	-10%	9%	5%	24%	-5%	-14%	-3%	45%[59 µM]	2%
O=C(C[n+]1ccccc1)N/N=C/c1cccs1	-7%	-1%	0%	27%	1%	2%	-4%	5%	-20%
COc1cccc(C(=O)Nn2c(-c3cccs3)nc3ccccc3c2=O)c1OC	i	-14%	2%	23%	5%	45%[activator]	-1%	3%	-11%
Cc1nc(NCc2ccccn2)c2c3c(sc2n1)CCCC3	3%	-16%	1%	-3%	-12%	35%[activator]	1%	?	?
Cc1cc(C)nc(S/C=C/C(=O)c2ccccc2)n1	0%	-6%	-9%	55%[activator]	-5%	?	35%[activator]	22µM*	-37%
Cn1cnc([N+](=O)[O-])c1Oc1cccc(O)c1	i	-5%	-1%	49%[activator]	3%	2%	4%	7%	2%
CCOc1ccccc1NC(=O)Cn1c(=O)n(-c2ccc(Cl)cc2)c(=O)c2oc3ccccc3c21	-3%	-8%	-16%	18%	0%	2%	-16%	-1%[59 µM]	-11%
CCCCC(=O)OC1=CN(Cc2ccccc2)S(=O)(=O)c2ccccc21	-8%	44%[activator]	-2%	107%[activator]	-8%	3%	4%	111%[activator][59 µM]	10%
COc1cccc(N2C(=O)CC(N3CCN(CCN=CC4=C(O)CC(C)(C)CC4=O)CC3)C2=O)c1 (stereo unspecified)	-6%	-14%	-1%	35%	-5%	44%[activator]	-8%	-6%	-4%
Cc1cc(N/N=C/c2cccc(Cl)c2)nc(-n2nc(C)cc2C)n1	i	-28%	-3%	19%	0%	77%[activator]	3%	-1%	-28%

Whole records as entered above:
CCOc1ccccc1NC(=O)Cn1c(=O)n(-c2ccc(Cl)cc2)c(=O)c2oc3ccccc3c21 as listed: Tb PGK inh: -3%; JMJD2A Tudor: -8%; GLS inh: -16%; HP1b binding inh: 18%; BLM helicase inh: 0%; POLI inh: 2%; Pin1 inhibitor: -16%; G9a inh: -1%[59 µM]; BAZ2B block: -11%
CC(=O)c1ccc(N2CCN(c3ncnc4onc(C)c34)CC2)cc1 as listed: Tb PGK inh: -2%; JMJD2A Tudor: -13%; GLS inh: -7%; HP1b binding inh: 28%; BLM helicase inh: 4%; POLI inh: -8%; Pin1 inhibitor: -4%; G9a inh: -16%[59 µM]; BAZ2B block: 10%[57.1 µM]

(listing goes on)
smiles	Tb PGK inh	JMJD2A Tudor	GLS inh	HP1b binding inh	BLM helicase inh	POLI inh	Pin1 inhibitor	G9a inh	BAZ2B block
Cc1sc2ncnc(SCC(=O)N3CCOCC3)c2c1C	15%	-7%	5%	42%[activator]	.	6%	6%	9%[12.7 µM]	3%
CN(C(=O)CSc1nnc(NC2CCCCC2)s1)C1CCS(=O)(=O)C1 (stereo unspecified)	4%	-2%[11.4 µM]	-7%	-19%	0%	-4%	0%	?	-22%
COCC1CCN(C(=O)C2CCC(=O)N(C3CCCC3)C2)CC1 (stereo unspecified)	-3%	-19%	-3%	27%	1%	14%	1%	11%	-5%[57.1 µM]
Cc1cc(C)nc(NS(=O)(=O)c2ccc(N)cc2)n1	-8%	-12%	3%&2%	14%	-13%	?	-4%	23%	-14%&1%&33%
COc1cccc(/C=N/NC(=O)CCCc2ccc(OC)c(C)c2)c1	-7%	-3%	1%	40%[activator]	2%	7%	13%	5%	4%
Cc1ccc(C)c(CN2C(=O)c3ccccc3S(=O)c3ccc(C(=O)N4CCOCC4)cc32)c1 (stereo unspecified)	0%	-12%	3%	20%	-5%	-7%	-3%	-39%[59 µM]	-13%
CCOc1ccc(C(=O)N2CCN(C(=O)c3ccco3)CC2)cc1OCC	-2%	-6%	-3%	27%	-4%	51%[activator]	3%	23%[12.7 µM]	-1%
CCCCCCSc1ccc([C@H]2N[C@@](CC(C)C)(C(=O)OC)[C@H]3C(=O)N(C)C(=O)[C@@H]23)cc1	-1%	?	0%	2%	.	-1%	?	-2%[2.33 µM]	-3%
Cc1ccc(-n2nc3c(N4CCC(C(=O)NC(C)C)CC4)nnc(C)c3c2C)cc1	-2%	1%	1%	40%[activator]	0%	-17%	0%	4%[59 µM]	-5%
Cn1c(=O)n(C)c2cc(N3CCCCC3)c(NC(=O)c3ccc(C(C)(C)C)cc3)cc21	i	-23%	5%	10%	-2%	10%	0%	?	-10%
COc1ccc(N(CC(=O)NCCC2=CCCCC2)S(=O)(=O)c2c(C)[nH]c(=O)[nH]c2=O)cc1	-3%	-6%	6%	21%	-9%	13%	-1%	0%	21%
Cc1cc(=O)oc2c3c(ccc12)OC/C3=N/N	-1%	-10%[11.4 µM]	-22%	31%	-4%	?	?	.	-6%
Cc1ccc(-n2nnnc2SCC(=O)NNC(=O)c2ccco2)c(C)c1	.	-9%	12%	34%	-1%	-9%	-7%	16%	8%
COc1ccc(CCNC(=O)C(NC(=O)OCc2ccccc2)C(C)C)cc1OC (stereo unspecified)	-8%	-12%	-7%	31%	-4%	-2%	6%	1%	-9%
COc1ccc2oc(C(=O)OC(C)C(=O)NC3(C#N)CCCCC3)c(C)c2c1 (stereo unspecified)	-3%	-9%	-2%	19%	.	18%	-8%	18%[0.501 µM]	1%
O=C(NCc1ccc2c(c1)OCO2)c1ccc(Br)cc1	-2%	1%	2%	36%	-2%	-7%	2%	.	6%
Cc1ccc(Cn2c(SCC(=O)Nc3cc(C)on3)nc3ccccc3c2=O)cc1	-10%	?	8%	0%	-4%	2%	8%	-33%[12.7 µM]	-18%
COc1ccccc1NC(=O)c1c(NCc2ccc(OC)c(OC)c2OC)sc2c1CCCC2	-11%	?	-3%	11%	-8%	1%	20%	?	-26%
